Screening data as filed in PubChem.
DAX1 inh-1: inhibits human nuclear receptor DAX1; HEK293 Gal4-DAX1 luciferase reporter, luminescence; inhibition, % at 6.75 µM; 340,000 compounds, 0.99% hits; AID 504766;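 active = inhibition above the mean over all tested compounds plus 3 SD, cut at about 4.2% in these data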;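 note: 0% = DAX1-transfected cells with DMSO and 100% = empty-vector control cells with DMSO; inhibition shows as a rise in luminescence from relieved DAX1 repression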
Target sequence (P51843 207-470 limits assumed): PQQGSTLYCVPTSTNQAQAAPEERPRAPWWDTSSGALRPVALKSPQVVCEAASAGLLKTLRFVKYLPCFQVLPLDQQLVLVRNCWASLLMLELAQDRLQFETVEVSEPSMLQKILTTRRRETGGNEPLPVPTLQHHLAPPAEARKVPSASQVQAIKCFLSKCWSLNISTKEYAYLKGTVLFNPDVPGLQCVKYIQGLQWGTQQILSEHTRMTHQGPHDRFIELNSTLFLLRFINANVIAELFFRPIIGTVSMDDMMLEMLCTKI
SMARCA2 act: increases SMARCA2 function in MMTV reporter cells. MG213 cells, MMTV-luciferase reporter, dexamethasone, overnight. activation, % at 9.1 µM. 370,000 compounds, 1% hits; in the data active = activation above about 7.8%;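 note: 0% = vehicle wells and 100% = reference activator wells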
DAX1 inh-2: blocks DAX1 repression of SF-1 activated StAR promoter. HEK293T StAR-luciferase reporter, SF-1/DAX-1 repression relief. inhibition, % at 6.8 µM. 370,000 compounds, 1.1% hits. AID 652010;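 active = inhibition above the mean over all tested compounds plus 3 SD, cut at about 3.6% in these data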;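 note: 0% = DAX-1 cells with DMSO and 100% = cells lacking DAX-1 with DMSO; higher inhibition means more luminescence from relief of DAX-1 repression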
hcDAF12 agonist: activators of H. contortus DAF-12 nuclear receptor; HEK293 hcDAF-12 lit1-tk-luc reporter, luminescence; 0% DMSO, 100% Δ7-dafachronic acid; activation, % at 6.8 µM; 370,000 compounds, 1.4% hits; AID 652067;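 active = activation above the mean of all tested compounds plus 3 SD, cut at about 5.5% in these data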;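 note: 100% = response to 3 µM Δ7-dafachronic acid high control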
FXN GAA850 act: frataxin GAA850 promoter activation; HEK293 lucGAA850 FXN promoter luciferase reporter, 24 h; percent of 10 µM SAHA response; activation, % at 6 µM; 360,000 compounds, 0.56% hits;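 active = activation above the average of all compounds screened plus 3 SD, cutoff fixed separately per campaign, cut at about 7.5% in these data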;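 note: 0% = DMSO wells and 100% = 10 µM SAHA wells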
sPLA2-III inh: Inhibits HGIII-sPLA2 liposome hydrolysis, primary screen; inhibition, % at 12.2 µM; Q9NZ20; QFRET BODIPY PC-A2 liposome hydrolysis, fluorescence; 370,000 compounds, 0.56% hits;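 active = inhibition above mean plus 3 SD of compounds lying within the high and low control bounds, cut at about 19% in these data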;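 note: 0% = median of test compound wells and 100% = no enzyme DMSO wells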
hgDAF-12 ag: agonists of H. glycines DAF-12 nuclear receptor | HEK293 GAL4-hgDAF12 UAS-luciferase reporter, agonist luminescence; normalized to butyrate control | activation, % at 6.8 µM | 370,000 compounds, 1.8% hits;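 active = activation above a cutoff set at the mean of all screened compounds plus 3 SD, cut at about 10% in these data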;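 note: 0% = DMSO wells and 100% = sodium butyrate wells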
NR1D1 modulator: modulators of human Rev-erb alpha DNA binding | activity, % at 10 µM | Rev-erbα–FITC-DNA binding, fluorescence polarization, 90 min | AID 1259318 | 370,000 compounds, 0.79% hits | P20393;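 active = activity above about 14%, limit read from the data; passing the limit was not always enough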;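 note: 0% = DMSO wells with 35 nM protein and 100% = DMSO wells with 750 nM protein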
Target sequence (P20393 whole entry, looked up): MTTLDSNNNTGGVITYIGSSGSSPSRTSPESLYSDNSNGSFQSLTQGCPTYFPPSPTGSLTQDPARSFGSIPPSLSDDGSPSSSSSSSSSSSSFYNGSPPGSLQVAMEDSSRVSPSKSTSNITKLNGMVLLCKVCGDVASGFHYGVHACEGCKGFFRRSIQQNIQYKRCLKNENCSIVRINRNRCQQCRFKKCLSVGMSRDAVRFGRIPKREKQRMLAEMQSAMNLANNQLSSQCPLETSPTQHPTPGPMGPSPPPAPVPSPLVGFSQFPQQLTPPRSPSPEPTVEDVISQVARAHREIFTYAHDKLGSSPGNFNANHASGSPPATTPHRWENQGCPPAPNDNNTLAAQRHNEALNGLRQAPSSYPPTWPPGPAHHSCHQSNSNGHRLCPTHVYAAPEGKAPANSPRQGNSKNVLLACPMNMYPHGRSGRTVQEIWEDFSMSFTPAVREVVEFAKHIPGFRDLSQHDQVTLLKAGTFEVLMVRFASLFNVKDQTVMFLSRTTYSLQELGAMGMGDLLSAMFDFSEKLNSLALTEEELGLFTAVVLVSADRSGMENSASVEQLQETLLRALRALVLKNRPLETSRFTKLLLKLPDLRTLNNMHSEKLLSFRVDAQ
PG9 binder: small molecules binding HIV-1 gp120 antibody PG9; TR-FRET gp120-PG9 antibody binding; inhibition, % at 6.7 µM; 360,000 compounds, 0.43% hits; in the data active = inhibition above about 8.5%
PLCb3 inh: inhibitors of human phospholipase C beta3; AID 720704; Q01970; 370,000 compounds, 0.18% hits; inhibition, % at 12.2 µM; Purified PLC-beta3, fluorogenic substrate, fluorescence; in the data active = inhibition above about 11%;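 note: 0% = median of compound wells on plate and 100% = full blocker control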
ssDAF-12 act: activators of S. stercoralis DAF-12 nuclear receptor; HEK293 ssDAF-12/GRIP1 lit1-tk-luc reporter, luminescence; % of 3 µM dafachronic acid response; AID 652126; activation, % at 6.8 µM; 370,000 compounds, 1% hits;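 active = activation above the mean over all tested compounds plus 3 SD, cut at about 0.9% in these data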;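 note: 0% = DMSO-only wells and 100% = 3 µM delta7-dafachronic acid wells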
* = called active by the depositor; i = inactive; nt = no result given.

SMILES	DAX1 inh-1	SMARCA2 act	DAX1 inh-2	hcDAF12 agonist	FXN GAA850 act	sPLA2-III inh	hgDAF-12 ag	NR1D1 modulator	PG9 binder	PLCb3 inh	ssDAF-12 act
COc1ccc(-c2cc(C(F)F)n3ncc(C(=O)N4CCN(C)CC4)c3n2)cc1	-0.8	-1	1.4	-0.8	2.0	-5	-0.1	-3	-0.1	i	-1.2
CC1(C)C2CC=C(/C=N/NC(=O)c3ccc(O)cc3)C1C2 (centres undefined)	-0.1	0	-0.3	-0.5	-0.3	-5	2.7	8	0.1	-4	-1.1
COc1ccc(NC(=O)CN(C)C(=O)CNC(=O)C2CCCCC2)cc1	-0.2	-1	-0.3	1.0	2.4	1	-0.4	4	-1.3	-5	-0.4
O=C(CCC(=O)Nc1ccccc1Cl)N/N=C/c1ccccc1	1.3	3	-0.1	1.7	-0.2	7	-0.8	2	0.1	-2	-0.6
COc1ccc(C(=O)CSc2nc3[nH]ncc3c(=O)[nH]2)cc1	0.1	3	0.1	0.2	2.6	-9	5.9	-1	-0.6	2	-0.5
O=C(Nc1ccc(F)cc1F)N1CCN(C/C=C/c2ccccc2)CC1	0.8	5	-0.4	-1.4	0.0	-1	0.6	1	0.1	3	-1.1
Cc1ccnc(NC(=O)c2ccc([N+](=O)[O-])o2)c1	-1.6	8	-1.5	-0.8	2.0	0	1.5	-3	0.3	-10	-0.6
CC(C)c1ccc(OCCCN2CCCC2)cc1	-1.1	-1	0.8	-0.2	1.4	3	0.6	1	0.1	0	-1.2
O=C(Nc1ccc(F)cc1)OCCN1C(=O)CCC12CCC(c1ccccc1)CC2 (centres undefined)	nt	-3	-0.1	-1.3	nt	7	-3.9	10	nt	-3	-0.6
O=C(NC1CCCCN(Cc2cccc(C(F)(F)F)c2)C1=O)c1cccc(F)c1 (centres undefined)	nt	-5	-0.2	0.2	nt	2	-3.2	2	nt	0	-1.1
COc1ccc(CNC(=S)Nc2cc(OC)ccc2OC)cc1	0.4	-1	-0.1	-1.2	-0.1	10	1.1	5	-1.4	2	-1.2
Cc1ccc(NC(=S)NC(=O)c2ccc(-c3ccccc3)cc2)cc1	-0.8	-3	-0.1	-0.9	0.0	7	1.2	-4	-1.7	1	-1.1
CCC(C)(C)NC(=O)CN(C(=O)C(=O)Nc1ccc2c(c1)OCCO2)C1CC1	-0.7	-1	0.7	0.4	2.5	0	1.4	3	1.2	-2	-0.7
CCC(=O)Nc1c2c(nn1-c1ccc(OC)cc1)CS(=O)C2 (centres undefined)	-0.2	0	0.0	-1.7	-2.0	3	-0.8	0	-0.4	5	-0.9
COC(=O)c1sc2nc(CN3CCN(c4ccc(OC)cc4)CC3)[nH]c(=O)c2c1C	-0.1	0	0.5	-0.7	0.8	3	0.2	-4	-2.2	-1	-0.7
COc1cc2nc(NC(=O)c3ccco3)sc(=O)c2cc1OC	-3.3	-2	-0.8	-2.2	-1.3	-2	-3.4	2	7.6	-3	-1.7
CCCS(=O)(=O)NC(=O)C1(C)CCCN(C(=O)c2ccc(C(F)(F)F)nc2C)C1 (centres undefined)	nt	-5	-0.5	-1.3	-0.1	12	-0.1	-4	2.0	0	-0.8
COc1ccc(OC)c(C(=O)NC(CC(N)=O)c2ccc(N3CCC(Cc4ccccc4)CC3)c([N+](=O)[O-])c2)c1 (centres undefined)	1.1	0	-0.2	-0.1	-1.5	-3	-1.5	-2	-1.0	-3	-1.4
CCc1ccc(CN2CCC(n3nccc3NC(=O)Cc3ccccc3)CC2)o1	1.0	-2	-1.4	-1.6	0.1	-6	0.6	8	-1.2	-4	-1.1
CCOc1ccc(NC(=S)NCc2ccc3c(c2)OCO3)cc1	5.5*	-1	-0.1	0.2	1.1	10	0.1	-1	-0.2	-4	-0.4
COC(=O)CCCCCNC(=S)Nc1ccc2[nH]c(=O)[nH]c2c1	-1.8	-2	0.0	-1.9	0.6	1	1.9	-2	-1.6	-6	-1.4
CCCC(NC(=O)C(C)N1CCN(S(=O)(=O)c2ccccc2)CC1)c1ccccc1 (centres undefined)	-2.0	-2	-1.6	-1.7	-0.7	7	-0.6	-6	0.0	-5	-1.5
CC(=O)c1ccc(S(=O)(=O)Nc2cccc(-n3cnnn3)c2)cc1	0.5	5	-0.1	-1.2	-0.6	-12	-1.9	-7	0.2	-7	-0.7
CCOC(=O)C(NC(=O)Nc1ccc(O)cc1)(c1ccccc1)C(F)(F)F (centres undefined)	-1.5	-1	-0.1	-0.6	3.1	-15	-0.8	1	-0.9	3	-1.4

Ordered by value in PG9 binder (largest number first): 3 from the list above
| Compound | PG9 binder |
| --- | --- |
| CCCC(NC(=O)C(C)N1CCN(S(=O)(=O)c2ccccc2)CC1)c1ccccc1 (centres undefined) | 0.0 |
| CCc1ccc(CN2CCC(n3nccc3NC(=O)Cc3ccccc3)CC2)o1 | -1.2 |
| COC(=O)c1sc2nc(CN3CCN(c4ccc(OC)cc4)CC3)[nH]c(=O)c2c1C | -2.2 |

Continuation.
SMILES	DAX1 inh-1	SMARCA2 act	DAX1 inh-2	hcDAF12 agonist	FXN GAA850 act	sPLA2-III inh	hgDAF-12 ag	NR1D1 modulator	PG9 binder	PLCb3 inh	ssDAF-12 act
Cc1cccn2c(CNCCc3ccco3)c(C(=O)N3CCOCC3)nc12	-1.0	0	-0.4	-1.3	0.0	-3	2.5	-2	1.1	-15	-1.4
O=C(NNC(=O)c1cc([N+](=O)[O-])ccc1Cl)c1cccnc1	1.2	-2	-0.8	-1.6	-0.9	7	-0.1	5	-2.5	-5	-1.0
CCOC(=O)c1cc(NC(=O)C2C3CCC(O3)C2C(=O)O)cc(C(=O)OCC)c1 (centres undefined)	0.2	1	-0.4	-0.1	5.5	3	-0.2	-1	0.4	-58	-0.7
C=CCN1CCN(C(CC(C)C)c2nnnn2CCOC)CC1 (centres undefined)	0.9	0	-0.4	-0.4	-0.1	8	-0.2	0	1.4	0	-0.7
CCOC(=O)CNC(=O)CSc1nc(-c2ccc(C)cc2)ns1	-0.1	-2	0.8	-1.2	1.2	2	3.6	1	-1.5	-2	-0.5
COc1cc2cc(CN(CCO)S(=O)(=O)c3ccccc3)c(=O)[nH]c2cc1OC	1.5	3	0.3	0.0	1.5	1	-0.4	0	-0.5	-50	-0.9
COC(=O)COc1cccc(-n2cnnn2)c1	-0.2	-3	-0.5	3.3	-0.9	0	-0.8	2	-0.6	3	-0.8
CCN(CC)Cc1c(O)ccc2c(=O)c(-c3ccccc3OC)coc12	0.3	-5	0.0	0.7	0.6	12	-0.5	1	1.0	i	-1.7
CCSS(=O)(=O)c1cccc2cccnc12	nt	-1	0.2	1.2	-0.6	3	0.0	2	-1.6	-8	-1.2
Cc1ccc2c(CNCc3ccco3)cc(=O)oc2c1	1.8	6	1.6	1.7	4.4	3	5.0	2	-1.4	-7	-0.8
O=C(CSc1n[nH]c(=O)n1-c1ccc2c(c1)OCCO2)Nc1ccccc1	1.0	-1	0.1	0.2	0.0	-6	0.5	-2	0.8	-5	-0.9
CCn1c(Cc2ccc(OC)cc2)nnc1SCc1nc2ccccc2c(=O)[nH]1	1.5	0	0.0	-0.9	0.0	-4	0.5	1	-0.3	6	-0.9
CCCn1c(SCC(=O)Nc2ccccc2N2CCOCC2)nc2c1c(=O)n(C)c(=O)n2C	1.5	-1	0.2	0.9	2.2	4	-1.4	-4	-1.3	0	-0.9
CCN(Cc1ccc(OC)c(COC)c1)CC1CCCN(CCc2cccc(F)c2)C1 (centres undefined)	0.2	0	-0.2	-0.1	-0.8	-10	2.3	-4	1.6	-3	-1.6
CN(C(=O)CN(C)S(=O)(=O)c1ccc(F)cc1)c1c(N)n(Cc2ccccc2)c(=O)[nH]c1=O	2.1	-3	1.6	-0.9	2.9	11	-0.4	-2	2.2	0	-1.3
Cc1cc2cc(CNC(=O)c3ccc(Br)o3)ccc2n1C	1.7	2	0.7	1.1	-2.2	-1	0.9	8	1.5	-26	-1.0
O=C(c1cc(N2CCCCC2)nc2ccccc12)N1CCOCC1	1.3	0	-0.1	1.5	2.1	1	1.4	-4	-0.7	-251	-0.9
CC(=O)N1CCc2cc(S(=O)(=O)CCC(=O)N3CCN(c4ccccc4F)CC3)ccc21	0.9	-2	0.3	-0.1	-1.1	1	-0.4	5	-0.7	-4	-1.1
CC(C)N(C(=O)[C@H]1C[C@H](CC(=O)NCCCN(C)C)C(=O)N2CCc3c([nH]c4ccc(Cl)cc34)[C@]12C)C(C)C	-0.7	-4	1.9	-1.8	2.4	-13	-0.6	0	-0.1	2	-0.8
CC1=CC2=NC(=O)CC(C)(C(=O)N(CC(=O)NC3CCCC3)Cc3ccccc3)N2C=C1 (centres undefined)	-0.5	-2	0.0	0.5	1.4	3	-2.1	1	-1.5	-76	-0.2
O=C(COC(=O)CCC(=O)c1cccs1)NC(=O)c1ccc(OC(F)F)cc1	2.6	1	-0.5	-2.2	0.3	0	0.2	-1	-2.7	-10	-0.9
Cc1ccc(NC(=S)NC(=O)c2cncc(Br)c2)c(C)c1	nt	5	0.5	0.4	1.6	2	-0.1	2	-2.6	-3	-1.7
OCCC1CN(Cc2nc3ccccc3s2)CCN1CCc1ccccc1 (centres undefined)	2.8	2	0.4	0.3	-0.6	-11	-0.7	-1	-0.7	-11	-0.7
O=C(Nc1ccc(Br)cc1)c1ccc(Br)c(S(=O)(=O)Nc2cccnc2)c1	2.9	-2	0.3	1.8	-2.4	-6	-2.5	7	0.5	2	-1.1
CC(=O)Nc1c(Cl)n(C(C)=O)c2ccccc12	-0.7	0	-0.2	1.9	0.1	13	2.0	-2	-0.7	-1	-0.4
CCCCS(=O)(=O)N1CCN(C(=O)C(=O)c2cccc(C(F)(F)F)c2)CC1	nt	3	-0.4	0.1	nt	0	-1.0	-4	-2.9	5	-0.9
N#CCCNS(=O)(=O)c1ccc(C(=O)OCC(=O)Nc2ccc3c(c2)OCO3)cc1	0.8	2	1.6	-0.6	0.2	2	0.8	5	1.3	-10	-1.3
O=C(C1=C[C@H](c2ccc(C(F)(F)F)cc2)C[C@H](OCCCCO)O1)N1CCN(Cc2ccccc2)CC1	0.3	-1	0.2	-0.8	-0.1	-12	-2.0	4	-1.2	-6	-1.3

Fetched one by one from the list above (two):
SMILES	DAX1 inh-1	SMARCA2 act	DAX1 inh-2	hcDAF12 agonist	FXN GAA850 act	sPLA2-III inh	hgDAF-12 ag	NR1D1 modulator	PG9 binder	PLCb3 inh	ssDAF-12 act
CCOC(=O)CNC(=O)CSc1nc(-c2ccc(C)cc2)ns1	-0.1	-2	0.8	-1.2	1.2	2	3.6	1	-1.5	-2	-0.5
C=CCN1CCN(C(CC(C)C)c2nnnn2CCOC)CC1 (centres undefined)	0.9	0	-0.4	-0.4	-0.1	8	-0.2	0	1.4	0	-0.7
